Bioassay records from PubChem BioAssay.
Abeta rescue: qHTS for compounds that reverse cellular toxicity of Amyloid beta (A-beta) peptide in yeast: Primary Screen; AID 1347071, 2019; Potency, µM (top dose mostly 46.1 µM), without a hit: top-dose growth rescue, most hits filed as activators; yeast expressing A-beta42, growth rescue, OD600, 48 h; response scale: 0% DMSO, 100% iron-clioquinol control; 0.063% of 410,000 active; also: potency is read from the fitted curve at half-maximal effect; nearly all actives have a fitted effect of over 55% in size
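Growth rescue measured by 600 nm absorbance after 48 h yeast culture at 30 C with compound. Values normalized between DMSO and an equimolar ferric chloride plus clioquinol control.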
D3 ag: qHTS of D3 Dopamine Receptor Agonist: qHTS | D3R DiscoveRx beta-arrestin cells, luminescence, 90 min | AID 652048, 2013 | 0.58% of 410,000 active | max activation, % | D(3) dopamine receptor (Homo sapiens), P35462; in the data active = max activation above about 30%; also: 0% is about no effect; mostly tested at two doses, the higher about 12 µM
Target sequence (P35462 whole entry, looked up): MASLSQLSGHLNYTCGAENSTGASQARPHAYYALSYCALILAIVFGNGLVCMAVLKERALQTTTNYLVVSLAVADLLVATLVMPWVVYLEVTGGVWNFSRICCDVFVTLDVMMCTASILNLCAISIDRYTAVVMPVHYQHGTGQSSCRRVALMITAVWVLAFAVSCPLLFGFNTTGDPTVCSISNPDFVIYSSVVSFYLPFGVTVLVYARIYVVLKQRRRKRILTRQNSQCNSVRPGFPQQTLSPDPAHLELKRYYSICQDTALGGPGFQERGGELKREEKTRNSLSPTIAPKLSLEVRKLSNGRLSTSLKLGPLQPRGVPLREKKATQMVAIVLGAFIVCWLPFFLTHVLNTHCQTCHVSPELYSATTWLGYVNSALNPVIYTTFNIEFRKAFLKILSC
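Cells at 1500/well, incubated overnight, then treated with pinned compounds (dopamine as control) for 90 min at 37 degrees C. DiscoveRx reagent added for 30 - 60 minutes at room temperature; luminescence read.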
DRD3 antagonist: qHTS of D3 Dopamine Receptor Antagonist: qHTS; D(3) dopamine receptor (Homo sapiens), P35462; D3R cells, DiscoveRx beta-arrestin luminescence, antagonist mode; stronger effect = lower value; max response, negative = inhibition, %; 2.5% of 360,000 active; AID 652054, 2013; in the data active = max response below about -50%; inconclusive = no clear call, values can overlap the other calls; also: % is scaled to controls: 0 for no effect and ±100 for the full control effect; mostly tested at two doses, the higher about 12 µM
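Cells plated overnight at 1500 cells/well, then exposed to library compounds with dopamine controls for 90 minutes at 37 degrees C. DiscoveRx reagent added for 30–60 minutes at room temperature; luminescence read, quantitative HTS format.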
EPAC2 antag: qHTS for Antagonist of cAMP-regulated guanine nucleotide exchange factor 2 (EPAC2): primary screen; Potency, µM (highest dose often 114 µM), for the others: at the highest dose activity, negative = inhibition, usual class: inhibitors; 0.18% of 360,000 active; Rap guanine nucleotide exchange factor 4 (Homo sapiens), Q8WZA2; EPAC2 GEF exchange of Rap1B-BODIPY-GDP, fluorescence; also: potency is read from the fitted curve at half-maximal effect; % is scaled to controls: 0 for no effect and ±100 for the full control effect; nearly all actives have a fitted effect of over 45% in size; many of its hits are not listed in these tables
FUS suppressor: qHTS for Suppressors of FUS Proteinopathy: Primary screen using FUS-linked yeast assay; Potency, µM (series often up to 76.6 µM), for the others: at the top dose growth rescue (activation), usual class: activators; S. cerevisiae FUS-expressing, growth rescue, OD600, 24 h; 0.24% of 390,000 active;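 also: potency is read from the fitted curve at half-maximal effect; plate controls were DMSO vehicle for no effect and reference control for full effect; nearly all actives have a fitted effect of over 55% in size; some results filed as inactive show a strong effect at the top dose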
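Toxicity suppression screen in FUS-yeast. Cells induced with 2% galactose, starting OD 0.005, treated 24hr at 30C with compounds at multiple final concentrations; growth by OD600.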
aSyn rescue: qHTS of alpha-syn Inhibitors. 0.14% of 370,000 active. AID 652106, 2013. Potency, µM (doses to about 46.1 µM), inactives show top-dose growth rescue (activation), actives largely listed as activators. Yeast expressing alpha-synuclein, growth rescue, BacTiter-Glo, 24 h; also: potency is read from the fitted curve at half-maximal effect; % of control where 0% means no effect; nearly all actives have a fitted effect of over 65% in size
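Galactose-induced alpha-syn yeast (OD600=0.02, raffinose-pregrown) + pinned cpd, 24 hr, 30 deg C; growth by BacTiter-Glo luminescence. Growth restoration scores as activation.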
TDP43 rescue: qHTS of TDP-43 Inhibitors. TDP-43 expressing yeast growth rescue, BacTiter-Glo, 24 h. Potency, µM (titrated, usually from 46.1 µM), for inactives: at the top dose growth rescue (activation), usual class: activators. 1.8% of 410,000 active; also: potency is read from the fitted curve at half-maximal effect; % of control where 0% means no effect; nearly all actives have a fitted effect of over 50% in size
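Cell-based yeast growth screen: TDP-43 expression induced in galactose, inoculum OD600=0.02 after raffinose pregrowth to mid-log. Read-out BacTiter-Glo luminescence at 24 hr, 30 deg C; inhibition of toxicity seen as signal increase.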
EPAC2 ag: qHTS for Agonist of cAMP-regulated guanine nucleotide exchange factor 4 (EPAC2): primary screen; 0.079% of 360,000 active; EPAC2 activation, biochemical qHTS; response scale: 100% = 6.5 mM cAMP response; AID 720711, 2013; Potency, µM (series often up to 154 µM), for inactives: at the top dose activation, usual class: activators; also: potency is read from the fitted curve at half-maximal effect; nearly all actives have a fitted effect of over 50% in size
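Exchange assay: 100 nM EPAC2 with 250 nM Rap1B-BODIPY-GDP and 50 uM GDP. Fluorescence (ex 480/em 540 nm) read every 5 min for 30 min at room temperature. Data normalized to 6.5 mM cAMP as agonist control.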
* marks the source's active call; other numbers are inactive results; ? = inconclusive; · = not tested or not shown; & = joins results of further samples; [ ] = remark or other dose. Unless noted, calls follow the shape of the dose curve; as a rule, active = well fitted curve in the direction sought with a large enough effect; inconclusive = small, poorly fitted or top-dose-only effect, or another doubt; inactive = no such curve, though single readings can be large; an effect the other way counts as inactive or inconclusive. These rows are one share of the data; the hit share may differ from the screen's.

Each structure is followed by: DRD3 antagonist, aSyn rescue, D3 ag, FUS suppressor, EPAC2 antag, EPAC2 ag, TDP43 rescue, Abeta rescue
- Cc1nn(Cc2ccc(Cl)cc2)c(C)c1NC(=O)/C=C/c1cnn(C)c1
→ 3, -2%, -2, 4%, 13%, 5%, -9%, -10%
- CCOC(=O)C1(CCc2ccccc2)CCN(C(=O)CCn2cnnn2)CC1
→ 12, 1%, 6, 5%, 1%, -3%, -18%, 5%
- O=C(CCc1nc(-c2ccccc2F)no1)NCCN1CCN(Cc2ccccc2)CC1
→ 9, 2%, -25, 11%, -2%, 4%, -4%, -14%
- N#Cc1c(NC(=O)c2cc([N+](=O)[O-])ccc2N2CCOCC2)sc2c1CCCC2
→ 0, -5%, -1, 12%, -10%, 9%, -9%, 1%
- O=C(CN1CCC(C(=O)c2cccc(Cl)c2)CC1)Nc1cccc(C(=O)O)c1
→ 16, -3%, 17, -6%, 9%, 1%, -17%, 4%
- N#Cc1cc(N)ccc1Sc1ccccc1
→ 11, 13%, -8, 15%, -1%, 18%, 11µM*, 27%
- CCS(=O)(=O)c1ccc2oc(Nc3ccc(OC)c(OC)c3)nc2c1
→ 8, -1%, 3, -1%, -9%, 6%, -2%, -16%
- CCc1ccc(CN(Cc2cn[nH]c2-c2ccc(OC)cc2)C(=O)Nc2ccc(C)c(F)c2)cc1
→ ·, ·, 10, ?, ·, ·, 24%, -2%
- COc1ccc2c(c1)cc(CNc1ccc(OC)c(OC)c1)c(=O)n2CC(=O)Nc1ccc(F)cc1
→ ·, 3%, -3, 13%, ·, ·, 0%, -9%
- O=C1CC(=O)N(CCc2ccccc2)C(=O)N1CCc1ccccc1
→ -18, -10%, 3, 15%, -3%, 3%, ?, 13%
- CSc1ncc(C(=O)Nc2ccccc2C(=O)c2ccccc2)c(C(F)(F)F)n1
→ ·, ·, 4, 2%, ·, ·, 38%, -42%[inhibitor]
- CCOC(=O)C(C)(C)Oc1cccc2c1S(=O)(=O)c1ccccc1-2
→ ?, -1%, -9, 14%, 5%, 2%, 10%, -9%
- COC(=O)c1ccc(NC(=O)CSc2nc(C)cc(=O)[nH]2)cc1
→ -1, ?, 2, -5%, 5%, -1%, -15%, 22%
- CC1Cc2ccccc2N1CC(=O)Nc1cccc(S(N)(=O)=O)c1 (stereo not given)
→ -3, -8%, 1, 15%, -8%, 9%, 3%, -15%
- O=S1(=O)N[C@H](Cc2ccccc2)COc2cc(N3CCC[C@H]3CO)ccc21
→ -6, 6%, -8, 9%, -6%, 13%, 20%, -10%
- Cn1c(=O)c2c(nc(N/N=C/c3ccc(OC(=O)c4ccco4)cc3)n2Cc2ccc(F)cc2)n(C)c1=O
→ 34, -8%, 3, -2%, -2%, 20%, -8%, -12%
- O=C(N[C@@H]1C/C=C\C[C@@H](CC(=O)N(CCO)Cc2ccccc2)C(=O)NC[C@H](c2ccccc2)OC1=O)OCC1c2ccccc2-c2ccccc21
→ 15, -1%, 4, ?, 7%, 4%, -2%, -14%
- COc1ccc(-c2nnc(SCC(=O)N3CCCC3)o2)cc1
→ 18, 3%, 12, -26%, 5%, 9%, -9%, -14%
- CC(C)(C)NC(=O)NC(=O)COC(=O)c1cccc(NS(=O)(=O)c2ccc(F)c(F)c2)c1
→ 17, 1%, 4, 32%, -14%, -5%, 15%, 21%
- CC(C)(C)c1nn2cnnc2n(/N=C/c2ccc(O)cc2)c1=O
→ 6, -13%, 1, 4%, 12%, -10%, 24%, 3%
- CC(=O)Nc1cccc(NC(=S)Nc2cccc3ccccc23)c1
→ -17, 1%, -7, 26%, -3%, 3%, 11%, ?
- Cc1nc(N2CCCCC2)c2c(-c3cccs3)csc2n1
→ 5, -17%, -9, 11%, -23%, 17%, 16µM*, -36%[inhibitor]
- Cc1noc(C)c1CSCC(=O)N(CC(C)C)c1c(N)n(Cc2ccccc2)c(=O)[nH]c1=O
→ -16, 3%, -1, -13%, 9%, -1%, 20%, -4%
- COc1ccc(C(=O)Oc2cccc3cccnc23)cc1[N+](=O)[O-]
→ ?, -4%, -21, 2%, -18%, 0%, -93%[inhibitor], -4%
- O=C1Nc2ccc(F)cc2C12Nc1ccccc1-c1nnc(SCc3ccccc3)nc1O2 (stereo not given)
→ -81*, -3%, -37, 12%, 3%, 7%, -18%, -19%
- CCOC(=O)C1CCN(C(=O)c2ccc3nc(-c4ccc(OC)cc4)c(-c4ccc(OC)cc4)nc3c2)CC1
→ 3, 0%, 3, ?, -19%, -1%, -19%, 7%
- CC(C)CNC(=O)CSc1nc2nn(-c3ccccc3)c(=O)c-2c2n1CCCCC2
→ 4, 11%, 1, 5%, -26%, -14%, 7%, 2%
- Cc1cccc2cc(CN(Cc3cccs3)C(=S)NCC3CCCO3)c(=O)[nH]c12 (stereo not given)
→ 18, 0%, 1, 21%, -1%, 2%, 14%, 5%
- Cc1ccc(-c2nn(-c3cc(Cl)ccc3[N+](=O)[O-])c(=O)c3ccccc23)cc1C
→ -13, 17%, -12, ?, -10%, 13%, -11%, 0%
- Cc1ccc(C)c(NC(=O)CN(C)S(=O)(=O)c2cccc3cccnc23)c1
→ -22, 15%, -2&10, -12%&8%, 1%, 7%, 0%&5%, -3%&8%
- CN(C)/C=C/C(=O)c1ccc([N+](=O)[O-])c(CS(=O)(=O)c2ccccc2)c1
→ 1, -25%, 3, 38%, -2%, 4%, 27%, 17%
- CCCCCCNC(=O)N1C/C=C\C(c2ccc(OC)cc2)N(Cc2ccc(F)cc2)C(=O)C1 (stereo not given)
→ 1, 7%, 0, 31%, -24%, 0%, ?, 10%
- Cc1cc(C)n(-c2nc(C)nc3c2cnn3-c2ccccc2)n1
→ 0, 5%, 6, ·, 1%, -2%, 19%, 3%
- CCC(C)(C)n1nnnc1C(C(C)C)N(Cc1cccnc1)Cc1ccco1 (stereo not given)
→ -16, -1%, -1, 6%, -14%, -1%, -13%, 10%
- O=C(c1ccc(F)cc1)C1CCN(C(=O)c2ccc(F)cc2)CC1
→ 3, 0%, 1, -9%, 7%, 2%, 0%, 3%
- Cc1cccc(NS(=O)(=O)c2ccc(C(=O)N3CCN(c4ccccc4O)CC3)cc2)c1C
→ 15, 0%, 1, 32µM*, -3%, 7%, 15%, 29%
- CC(C)NS(=O)(=O)c1ccc2c3c(cccc13)CC2
→ 11, 5%, 0, -10%, -17%, -17%, 24%, 4%
- Cc1cccc(N2CCN(C(=O)c3ccc4ncsc4c3)CC2)c1C
→ 18, 22%, -2, 35%, -2%, 12%, 11µM*, -8%
- CCc1nnc(NC(=O)c2cccnc2SC)s1
→ 3, 2%, 0, -44%, 0%, -2%, 20%, 14%
- O=C(C[n+]1ccc(-c2cc(C(=O)Nc3cccc(C(F)(F)F)c3)c3ccccc3n2)cc1)c1cccc([N+](=O)[O-])c1
→ -9, -25%, -8, ?, -15%, -7%, ·, 13%
- Cc1ccc(S(=O)(=O)NCCC(=O)NC2CCCCCC2)cc1
→ 0, 1%, -8, 6%, -2%, 13%, -24%, 10%
- Cc1cc(C)cc(NC(=S)NCCc2c[nH]c3ccccc23)c1
→ 13, 10%, -10, 1%, -14%, 4%, ?, 13%
- COc1ccc(-c2cccc(NS(=O)(=O)c3cc(C(F)(F)F)ccc3Cl)c2)nn1
→ ·, ·, 3, 2%, ·, ·, 6%, 13%
- COc1ccc(S(=O)(=O)N2CCCCCC2)cc1C(=O)N(C)Cc1cccs1
→ 6, -5%, 1, 17%, -1%, 7%, 18%, 34%
- Cc1ccc(-c2nnn(CC(=O)N(CC(=O)NCC3CCCO3)c3ccccc3)n2)o1 (stereo not given)
→ -23, 0%, 5, 18%, 6%, 0%, -16%, -3%
- CSc1ccc(CN(C)CC(=O)NC(=O)NCCC2=CCCCC2)cc1
→ -14, 23%, -3, ·, 0%, 10%, 10%, 13%
- O=[N+]([O-])c1cc(Cl)c2cccnc2c1O
→ 1, ?, 13, 10%, -13%, 0%, ?, -94%[inhibitor]
- CC(NC(=O)COC(=O)Cc1cccs1)c1ccc(F)cc1 (stereo not given)
→ 17, 2%, 7, -4%, 6%, 3%, 0%, 14%
- CSc1ccc(Cl)c(C(=O)OCC(=O)N2CCNC2=O)c1
→ -23, -4%, -5, 2%, 3%, 5%, 11%, 3%
- Brc1ccc(CNc2ccc3ncccc3c2)cc1
→ 13, -2%, 1, 1%, ?, 17%, -2%, 5%
- CC1Cc2ccccc2N1C(=O)NC1CC(=O)N(c2ccc3c(c2)OCCO3)C1 (stereo not given)
→ 0, -4%, 2, 22%, 3%, 14%, -17%, 1%
- COc1ccccc1Cn1c(=S)[nH]c2cc(C(=O)NCc3cccnc3)ccc2c1=O
→ -9, 0%, -13, -6%, -14%, -12%, 7%, -15%
- N#CC1(NC(=O)CSc2nc3ccccc3s2)CCCCC1
→ 5, 5%, 2, ·, -6%, 9%, 31%, 14%
- Cc1ccc(CCNC(=O)c2nn(C)c3c2CSc2ccccc2-3)cc1
→ ·, ·, -9, 5%, ·, ·, -7%, -14%
- Cc1cccc(CNC(=O)c2cnc3c(-c4cccc(C)c4)c(C)nn3c2C)c1
→ ·, ·, 0, 1%, ·, ·, 4%, -11%
- COc1ccc(S(=O)(=O)N2CCCCC2c2cc(C(=O)Nc3ccc(OC)cc3C)no2)cc1 (stereo not given)
→ 0, 0%, -4, ?, -10%, 12%, -20%, -14%
- CC1(C)NC(=O)N(CC(=O)Nc2ccc(-n3cnnn3)cc2)C1=O
→ -6, -8%, 0, -10%, 6%, 7%, -20%, -1%
